Source: PubChem (several laboratories)
Wnt act: activates Wnt/beta-catenin signaling in a reporter cell assay; activator, plate reader; activation, % at 9.35 µM; actives 1.2% (n = 300,000); in the data active = activation above about 30%, passing the limit was not always enough; inconclusive = no clear call, values can overlap the other calls;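 note: 0% = neutral control wells and 100% = positive control wells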
CDK5 inh: blocks human CDK5/p35 kinase activity; Q00535+Q15078; Recombinant CDK5/p35, ADP-Glo luminescence, 60 min; inhibition, % at 10 µM; actives 0.01% (n = 330,000);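 active = highest replicate inhibition of at least 50% and at least 75% of replicates reaching 50%; inconclusive = only one of the two criteria met; inactive = both criteria failed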;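 note: plate controls were DMSO neutral control for no effect and GW8510 at 10 µM for full effect; many of its hits are not listed in these tables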
Target sequence (Q00535 whole entry, looked up): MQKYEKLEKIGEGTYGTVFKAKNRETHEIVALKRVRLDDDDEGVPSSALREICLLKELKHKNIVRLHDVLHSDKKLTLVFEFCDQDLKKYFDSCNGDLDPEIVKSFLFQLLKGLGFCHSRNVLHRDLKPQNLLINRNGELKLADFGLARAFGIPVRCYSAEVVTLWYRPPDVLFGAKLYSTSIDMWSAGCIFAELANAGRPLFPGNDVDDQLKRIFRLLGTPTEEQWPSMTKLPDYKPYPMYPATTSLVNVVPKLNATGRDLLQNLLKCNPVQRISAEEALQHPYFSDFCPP
Target sequence (Q15078 whole entry, looked up): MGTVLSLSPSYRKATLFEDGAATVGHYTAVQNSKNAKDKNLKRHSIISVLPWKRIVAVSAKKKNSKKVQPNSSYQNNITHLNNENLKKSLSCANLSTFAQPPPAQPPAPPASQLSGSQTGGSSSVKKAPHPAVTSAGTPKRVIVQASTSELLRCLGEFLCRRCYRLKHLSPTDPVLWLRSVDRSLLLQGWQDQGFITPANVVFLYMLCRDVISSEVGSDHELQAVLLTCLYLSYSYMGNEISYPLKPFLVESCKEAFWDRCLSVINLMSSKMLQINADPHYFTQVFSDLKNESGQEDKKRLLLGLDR
SR-BI uptake up: activators of SR-BI mediated HDL lipid uptake; CHO ldlA[mSR-BI] cells, DiI-HDL uptake fluorescence, 3 h; 100 = double the neutral-control signal; activation, % at 12.5 µM; actives 0.096% (n = 320,000);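 active = mean replicate activation of at least 60% and every replicate at or above 60%; inconclusive = mean or all-replicate condition met, but not both; inactive = mean below 60% and not all replicates reaching 60%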;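 note: 0% = median plate neutral-control signal and 100% = twice that signal; values of inactives mirror those of a sister screen read the other way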
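System: LDL receptor-deficient CHO ldlA cells overexpressing murine SR-BI | Timing: 3 h uptake period with compound, 37 °C | Medium: HEPES-buffered (25 mM, pH 7.4) F12 plus 0.5% BSA | Dosing: Single-point compound dose | Signal: Bottom-read fluorescence, 550/595 nm | Read-out: Retained DiI signal reflecting DiI-HDL uptake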
MITF TRPM1 HTS: MITF TRPM1 promoter activation in melanoma cells. activation, % at 12.5 µM. SK-MEL-5 TRPM1-promoter luciferase, 24 h; % of positive control, neutral wells = 0. actives 0.75% (n = 300,000);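 active = mean activation of at least 80% with every replicate also reaching 80%; inconclusive = mean reaches 80% but some replicate falls short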;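 note: 0% = neutral control wells and 100% = parthenolide positive control wells; values of inactives mirror those of a sister screen read the other way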
dFosB act: enhances mouse delta FosB homodimer DNA binding. P13346. purified delta FosB, TAMRA-CDK5 oligo fluorescence polarization; percent of positive-control signal above neutral wells. activation, % at 25 µM. actives 0.99% (n = 340,000);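 active = mean activation above about 17%, with every replicate also reaching it, limit read from the data, passing the limit was not always enough; inconclusive = only one of the two conditions met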;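 note: fluorescence polarization rise as delta FosB binds a TAMRA Cdk5 AP-1 oligo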
Target sequence (P13346 whole entry, looked up): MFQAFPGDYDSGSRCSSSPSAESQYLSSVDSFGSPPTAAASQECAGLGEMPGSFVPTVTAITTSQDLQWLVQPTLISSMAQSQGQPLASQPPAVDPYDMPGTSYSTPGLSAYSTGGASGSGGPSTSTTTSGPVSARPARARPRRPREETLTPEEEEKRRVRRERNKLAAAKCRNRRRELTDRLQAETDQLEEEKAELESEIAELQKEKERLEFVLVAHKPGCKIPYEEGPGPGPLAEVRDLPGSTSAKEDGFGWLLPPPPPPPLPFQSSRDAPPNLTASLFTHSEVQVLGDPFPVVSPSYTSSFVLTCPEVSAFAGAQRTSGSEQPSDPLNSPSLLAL
SR-BI HDL uptake: inhibitors of mouse SR-BI mediated HDL lipid uptake; AID 488896; actives 0.96% (n = 320,000); ldlA[mSR-BI] CHO cells, DiI-HDL uptake fluorescence, 3 h; Q61009; inhibition, % at 12.5 µM;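 active = mean replicate inhibition of at least 70% and a set share of replicates each scoring 70 or more; inconclusive = meets just one of the two criteria; inactive = fails both criteria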;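 note: 0% = median of neutral control wells and 100% = median of positive control wells; values of inactives mirror those of a sister screen read the other way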
PvdQ acylase: blocks Pseudomonas aeruginosa PvdQ acylase activity | AID 488965 | actives 0.063% (n = 340,000) | inhibition, % at 10 µM | purified PvdQ acylase, fluorescence plate reader; in the data active = inhibition above about 30%, passing the limit was not always enough; inconclusive = no clear call, values can overlap the other calls;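 note: 0% = vehicle neutral wells and 100% = reference inhibitor wells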
HTR5A ag: counter-screen for OPRM1-OPRD1 agonists: human HTR5A agonism; P47898; HTR5A agonist assay, luminescence, cell-based; activation, % at 9.3 µM; actives 0.61% (n = 340,000); AID 504692; in the data active = activation mostly above about 9.5%, no sharp cut-off; inactive = mostly below about 7.6%;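 note: 0% = cells with vehicle only and 100% = reference agonist; strong numbers were not always called active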
RTF Ca sens act: cardiac RTF calcium sensitization. IANBD-labeled TnC RTF fluorescence at EC20 calcium; 0% EC20 calcium, 100% full calcium. actives 0.24% (n = 340,000). activation, % at 7.2 µM. P19429+P45379;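 active = activation above the mean over all tested compounds plus 3 SD, cut at about 30% in these data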;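 note: rise in fluorescence read as greater calcium sensitivity of cardiac thin filaments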
Rtt109 Vps75: blocks Candida albicans Rtt109/Vps75 acetyltransferase activity. Q5AAJ8. purified Rtt109/Vps75, ThioGlo CoA-SH fluorescence, 4 h. inhibition, % at 34.9 µM. actives 0.16% (n = 330,000). AID 540336;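 active = inhibition of at least 50% in every replicate; inconclusive = best replicate reaches 50% inhibition but some replicates fall short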
Numbers without * were called inactive; ? = inconclusive; / = not tested or not shown; & = joins results of further samples.

SMILES	Wnt act	CDK5 inh	SR-BI uptake up	MITF TRPM1 HTS	dFosB act	SR-BI HDL uptake	PvdQ acylase	HTR5A ag	RTF Ca sens act	Rtt109 Vps75
O=C1c2ccccc2C(=O)c2c1cccc2N1CCOCC1	/	1.5	-32	17	-2	32	-10	3	2	8
Cc1ccc(NC(=O)CN(C)C(=O)COC(=O)CNS(=O)(=O)c2ccc(Br)cc2Cl)cc1	0	-1.6	14	0	-5	-14	-15	6	-1	2
CC1CC(C)(C)NC(=S)N1CCCC(=O)Nc1ccc(F)c(F)c1 (stereo not given)	-2	1.8	2	4	-5	-2	-4	1	0	5
CC(C)(C)CC(=O)Nc1ccccc1N1CCN(c2ccccc2)CC1	-3	-2.3	-23	6	-1	23	-2	3	0	4
CCOC(=O)Cc1csc(NC(=O)Cn2c(=O)oc3ccccc32)n1	1	0.4	14	9	-4	-14	-10	1	-1	-10
O=C(Cc1cc(=O)[nH][nH]1)N/N=C/c1cccc(Cl)c1Cl	-2&-1	0.0&-1.1	6&22	7&0	-12&-10	-6&-22	-7&-14	-3&3	-4&0	0
O=C(Nc1ccc(NC(=O)c2sc3ccccc3c2Cl)cc1Cl)c1ccco1	/	-0.9	-67	-7	41*	67	-11	5	-5	-7
Cc1ccccc1NC(=O)Cc1nc(COC(=O)c2cccc(C)c2O)cs1	-2	-1.7	-10	-5	3	10	-12	2	-7	3
O=C(CSc1nc2ccccc2c2c1CCCC2)N1CCOCC1	1	-0.5	/	-11	-12	/	-1	2	-1	-1
O=C(/C=C/c1ccc2c(c1)OCO2)NCc1ccncc1	3	0.4	4	/	2	-4	-11	0	1	2
O=C(CN1C(=O)c2ccccc2C1=O)N1CCCCC1	/	-1.9	-12	3	-4	12	-22	9	6	-3
Cc1ccc(-n2c(C)cc(C(=O)COc3c(CO)cc(F)cc3CO)c2C)cc1C	-2	-1.3	-13	-5	-7	13	18	-3	-9	38
O=C(CCNC(=O)c1ccc(Br)cc1)NCCCSc1ccccc1	-2	0.5	36	-2	3	-36	7	-9	-4	-2
COc1ccc(C(=O)NCc2nnc(SCC(=O)N3CCCc4ccccc43)o2)cc1OC	-4	-1.5	-18	6	1	18	-5	-1	-3	6
Cc1ccc(OC(=O)c2sc3ncn(C)c(=O)c3c2C)cc1	-2	0.3	33	74	-10	-33	-15	0	2	-1
CCOc1ccc2ccccc2c1/C=N/NC(=O)CNC(=O)c1ccccc1O	-1	0.9	/	-9	5	/	5	-3	4	-2
Cc1ccc(OCC(=O)N/N=C/c2ccco2)cc1	-2	0.1	-21	7	-2	21	1	4	-2	3
CCCCc1nc2cc(C(=O)NC3CCOC(C)(C)C3)ccc2o1 (stereo not given)	5	2.0	8	1	4	-8	5	0	5	3
Cc1nnc(NC(=O)CSc2ccc(-c3ccco3)nn2)s1	2	-1.4	17	-12	-14	-17	-13	4	-1	3
Cc1ccc(C(=O)N/C(=C/c2ccc(-c3ccc(Br)cc3)o2)C(=O)NC2CCS(=O)(=O)C2)cc1 (stereo not given)	-5	2.0	-19	0	-11	19	5	1	-17	-5

Some of these compounds in order of the Wnt act value, smallest number first.
| Structure | Wnt act | CDK5 inh | SR-BI uptake up | MITF TRPM1 HTS | dFosB act | SR-BI HDL uptake | PvdQ acylase | Rtt109 Vps75 |
| --- | --- | --- | --- | --- | --- | --- | --- | --- |
| COc1ccc(C(=O)NCc2nnc(SCC(=O)N3CCCc4ccccc43)o2)cc1OC | -4 | -1.5 | -18 | 6 | 1 | 18 | -5 | 6 |
| Cc1ccc(-n2c(C)cc(C(=O)COc3c(CO)cc(F)cc3CO)c2C)cc1C | -2 | -1.3 | -13 | -5 | -7 | 13 | 18 | 38 |
| CCOc1ccc2ccccc2c1/C=N/NC(=O)CNC(=O)c1ccccc1O | -1 | 0.9 | / | -9 | 5 | / | 5 | -2 |

Further entries follow.
SMILES	Wnt act	CDK5 inh	SR-BI uptake up	MITF TRPM1 HTS	dFosB act	SR-BI HDL uptake	PvdQ acylase	HTR5A ag	RTF Ca sens act	Rtt109 Vps75
COc1ccccc1N1CCN(C(=O)c2ccc3c(c2)CCN3S(C)(=O)=O)CC1	-1	0.7	-9	-6	-7	9	-8	5	-1	3
C[C@H](CO)N1C[C@H](C)[C@@H](CN(C)Cc2ccc(-c3ccccc3)cc2)Oc2c(NS(=O)(=O)c3ccc(F)cc3)cccc2C1=O	-7	0.1	15	7	-1	-15	-6	0	-7	8
C=CCSc1nc2c(c(=O)[nH]c(=O)n2C)n1Cc1ccccc1	-2	1.3	-12	/	-2	12	-13	1	-3	3
COc1ccc(CN2CCCC2C(=O)Nc2ccc(OC)c(OC)c2)cc1OC (stereo not given)	/	4.6	5	-1	-5	-5	7	5	8	/
COc1cc(C(=O)NCCCN(C)C)ccc1OCC(=O)Nc1cccc(C(F)(F)F)c1	-2	1.4	15	5	-67	-15	-2	/	/	23
Nc1ccc2nc(-c3ccccc3)cnc2c1	72*	-1.8	-8	/	-4	8	-8	3	27	7
CCN(c1ccccc1)S(=O)(=O)c1ccc(Oc2ccc(C(C)=O)cc2OC)nc1	-2	-0.2	-2	-9	-9	2	-16	2	2	0
CCOC(=O)Cn1cnc2scc(-c3ccc(C)cc3)c2c1=O	3	-1.3	-27	1	7	27	8	-4	2	-6
COCc1c(C(=O)NC2CCCCC2)sc2cccc(F)c12	0	1.1	-10	27	-8	10	-19	1	-1	10
Cc1ccccc1OCC(=O)OCC(=O)NCc1ccco1	0	0.1	26	3	3	-26	0	8	-6	0
Cc1cc(N2C(=O)C3C4C=CC(C4)C3C2=O)ccc1Br (stereo not given)	0	3.4	26	3	-2	-26	-8	6	-2	-1
O=C1/C(=C/c2cccnc2)CCc2c1[nH]c1ccccc21	5	0.5	2	?	-8	-2	-8	-2	7	-1
C=CCn1c(CNC(=O)c2cccs2)nnc1SCc1ccc(Cl)cc1Cl	/	-0.6	1	-1	-3	-1	1	0	14	20
COc1ccc(CCNC(=O)c2c(C)cc(=O)oc2C)cc1OC	-1	-1.0	5	-5	-1	-5	-13	2	2	6
CC(C)(O)C#Cc1ccc(C(=O)N2CCN(c3ccc([N+](=O)[O-])cc3)CC2)cc1	7	0.5	-29	-17	-18	29	-12	-2	-3	4
C=CCOC(=O)C1=C[C@H](C(C)(C)C)[C@@H](CCCO)[C@H](OCC)O1	-2	-0.8	11	2	-10	-11	-20	3	-1	15
CNC(=O)CS(=O)CC(=O)Nc1cc(OC(C)C)c(Cl)cc1Cl (stereo not given)	-1	-0.6	-16	-12	-1	16	-8	-1	-2	-1
O=C(COC(=O)c1cc(Br)ccc1Cl)NC1CCCC1	2	-0.1	6	-11	-4	-6	7	-2	6	4
COCCN1Cc2cccc(C(=O)NCc3cccnc3)c2C1=O	-3	-1.8	12	/	-7	-12	-9	1	3	1
CCC(C)Sc1ccc([C@@H]2[C@@H]3C(=O)N(CC)C(=O)[C@@H]3[C@]3(C(=O)OC)CCCCN23)cc1OC (stereo not given in full)	-3	0.1	21	0	-13	-21	-17	1	2	6
NS(=O)(=O)c1ccc(CCNc2ncnc3c2c(-c2ccccc2)cn3-c2ccc(F)cc2)cc1	/	-2.8	-64	-3	2	64	-6	2	1	0
COc1ccc(N/N=C(\C#N)C(=O)NCCc2ccc(OC)c(OC)c2)cc1	3	0.2	-2	/	-4	2	-5	-3	5	1
O=C(CCN1C(=O)/C(=C/c2ccccc2Cl)SC1=S)NCCc1ccc(O)cc1	11	-0.6	1	-16	23*	-1	-16	-3	-2	-3
CCCCCCNC(=O)C(=O)NCCc1ccc(Cl)cc1	-2	1.1	13	2	-2	-13	-17	0	1	-15
Cc1ccc(-c2nc3c(c(SCC(=O)N4CCOCC4)n2)Cc2c(CO)cnc(C)c2O3)cc1	-1	/	3	2	0	-3	-6	2	1	1
CN1CCN(c2ccc(Cl)cc2NC(=O)CC2OC(=O)c3ccccc32)CC1 (stereo not given)	-2	-0.3	2	8	-3	-2	-13	-4	-9	-3
O=C1CCCCC1Nc1ccc(Br)cc1 (stereo not given)	1	-1.5	-5	13	-2	5	14	1	-4	-16
O=C(NCc1ccco1)C(c1cccnc1)N(C(=O)Cn1nnc2ccccc21)c1ccc(F)cc1 (stereo not given)	-1	0.2	-15	7	-4	15	-4	-2	1	-1
Cc1nnc(SCC(=O)Nc2ccccc2N2CCOCC2)s1	2	-0.9	19	/	6	-19	-5	-4	-1	2
N#Cc1c(N)nc(SCc2ccncc2)c(C#N)c1-c1cccs1	/	0.0	-7	-5	-22	7	-15	1	-3	8

Ordered by number of heavy atoms (descending): some entries from above.
SMILES	Wnt act	CDK5 inh	SR-BI uptake up	MITF TRPM1 HTS	dFosB act	SR-BI HDL uptake	PvdQ acylase	HTR5A ag	RTF Ca sens act	Rtt109 Vps75
COc1ccc(N/N=C(\C#N)C(=O)NCCc2ccc(OC)c(OC)c2)cc1	3	0.2	-2	/	-4	2	-5	-3	5	1
CCCCCCNC(=O)C(=O)NCCc1ccc(Cl)cc1	-2	1.1	13	2	-2	-13	-17	0	1	-15
O=C1CCCCC1Nc1ccc(Br)cc1 (stereo not given)	1	-1.5	-5	13	-2	5	14	1	-4	-16

New compounds follow.
SMILES	Wnt act	CDK5 inh	SR-BI uptake up	MITF TRPM1 HTS	dFosB act	SR-BI HDL uptake	PvdQ acylase	HTR5A ag	RTF Ca sens act	Rtt109 Vps75
CC#CC[N+](C)(C)CCCCCC	1	-0.7	21	/	-6	-21	7	-4	-1	9
CCCCCCC(O)(CCN1CCCCC1)c1ccccc1 (stereo not given)	0	-0.3	-2	9	-4	2	-21	-4	-2	-2
Cc1[nH]c2ccccc2c1/C=N/NC(=O)c1ccccc1	0	-0.7	23	10	0	-23	3	0	4	-5
CCOC(=O)COc1nc(OC)nc(N2CCOCC2)n1	/	-3.1	20	/	7	-20	2	8	-3	1
O=c1ccc2ccc(O[C@@H]3O[C@H](CO)[C@@H](O)[C@H](O)[C@H]3O)c(O)c2o1	-2	-0.9	9	-12	-1	-9	-9	-1	2	-1
